PriA SSB inh: inhibitors of Klebsiella pneumoniae PriA binding to SSB C-terminal tail, primary screen, biochemical, AlphaScreen; AlphaScreen SSBct-PriA binding, biotinylated peptide; inhibition, % at 33 µM; hit rate 0.6% among 430,000; in the data active = inhibition mostly above about 37%, no sharp cut-off; inactive = mostly below about 20%;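 also: plate controls were negative control peptide for no effect and reference peptide for full effect; strong numbers were not always called active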
Starred values were filed as active, the others as inactive; & = joins results of further samples.

smiles,PriA SSB inh
CC1CCN(C2=NC(=O)/C(=C\c3ccccc3)S2)CC1,-4
O=C(NCCCn1ccc2cccnc21)c1ccc2nsnc2c1,1
Cc1cccc(C(=O)Nc2ccc3scnc3c2)c1,0
CC(C)n1cnc(S(=O)(=O)NC2CC3CCC(C2)N3S(C)(=O)=O)c1 (configuration not stated),-13
O=C(CSc1nc(-c2ccccc2)[nH]c1S(=O)(=O)c1ccccc1)Nc1nccs1,-6
Cc1nnc(C2CCN(C(=O)C(C)(C)Oc3ccc(Cl)cc3)CC2)s1,-11
COc1ccc(OC)c(S(=O)(=O)N2CCN(c3ccc4nnc(C5CC5)n4n3)CC2)c1,-11
CSc1cccc(NC(=O)C2(c3cccs3)CCCC2)c1,-22&-16

A section taken from the entries so far, for reference:
smiles,PriA SSB inh
O=C(NCCCn1ccc2cccnc21)c1ccc2nsnc2c1,1
Cc1cccc(C(=O)Nc2ccc3scnc3c2)c1,0
CC(C)n1cnc(S(=O)(=O)NC2CC3CCC(C2)N3S(C)(=O)=O)c1 (configuration not stated),-13
O=C(CSc1nc(-c2ccccc2)[nH]c1S(=O)(=O)c1ccccc1)Nc1nccs1,-6
Cc1nnc(C2CCN(C(=O)C(C)(C)Oc3ccc(Cl)cc3)CC2)s1,-11
COc1ccc(OC)c(S(=O)(=O)N2CCN(c3ccc4nnc(C5CC5)n4n3)CC2)c1,-11
CSc1cccc(NC(=O)C2(c3cccs3)CCCC2)c1,-22&-16

Going on with the list:
smiles,PriA SSB inh
Cc1cc(C(=O)Nc2nc3cc4c(cc3s2)OCO4)n(C)n1,-3
O=c1c2nnn(Cc3ccc(Cl)cc3)c2ncn1Cc1ccc(C(F)(F)F)cc1,0
CCn1cc(C=NNC(=O)Cc2ccc([N+](=O)[O-])cc2)c(C)n1,-4
Cc1cc(NC(=O)c2cccn(Cc3ccccc3Cl)c2=O)ccc1Br,-10
Cc1cc(C)c(N2CCN(S(=O)(=O)N(C)C)CC2)c(C)c1,-19
O=C(NCC(c1ccco1)N1CCc2ccccc2C1)C1CCCCC1 (configuration not stated),-8
COC(=O)c1ccccc1OC1OC(COC(C)=O)C(OC(C)=O)C(OC(C)=O)C1NC(C)=O (configuration not stated),-11
COc1ccc(NC(=O)CC(C)=NNC(=O)CCc2ccccc2)c(OC)c1,-20
O=C(NCc1ccccc1)Nc1ccc(-c2ccc(N3CCCC3)nn2)cc1,-13&-7
NC(=NOC(=O)CSc1ccccc1)c1ccccn1,0
CC1CN(S(=O)(=O)c2ccc(Oc3ccccc3)cc2)CC(C)O1 (configuration not stated),-15
Cc1ccc(/C=C2/SC(c3ccccc3)=NC2=O)o1,30
Cn1nccc1C(=O)Nc1nc(-c2nc3ccccc3s2)cs1,-7
O=c1c2nc(N3CCCCC3)sc2c(-c2ccco2)nn1Cc1ccccc1Cl,2
Cn1ccnc1S(=O)(=O)C1CCN(C(=O)c2csc(-c3ccccc3)n2)CC1,-4
Cc1ncsc1C(=O)NC1CCC(Oc2ncc(F)cn2)CC1 (configuration not stated),-16
COc1ccc(Cl)cc1NC(=O)Nc1ccc2nc(C)n(-c3ccccc3)c(=O)c2c1,-5&6
Cc1oncc1C(=O)NCc1ccccc1-c1ccsc1,-19
O=C(Nc1ccc(Nc2ccc(-n3cccn3)nn2)cc1)c1ccccc1C(F)(F)F,5
CCOC(=O)C1CCN(c2c(C#N)cnc3cc(OC)ccc23)CC1,-13
CCOC(=O)c1ccc(CC2SC(=Nc3cccc(C)n3)NC2=O)cc1 (configuration not stated),-9
COC(=O)Nc1ccc(S(=O)(=O)NC[C@H](O)c2ccc(SC)cc2)cc1,3
Cc1ccc(/C=C/S(=O)(=O)NCc2ccnc(-c3ccsc3)c2)cc1,-1
CCc1ccccc1NC(=O)CSc1ncc(S(=O)(=O)c2cccs2)c(N)n1,0
O=C(NN=Cc1ccccc1C(F)(F)F)c1ccc2nc[nH]c2c1,7
O=C(Nc1cnoc1)c1ccsc1,-6
Cc1ccccc1-n1c(C)cc(C=NNC(=O)c2ccncc2)c1C,5
CC(=O)C(=NNc1cccc(Cl)c1)Sc1nnc(-c2ccccc2)n1-c1ccccc1,-12
COc1ccc(NC(=O)Cn2ccn(-c3ccc(C)c(F)c3)c(=O)c2=O)cc1,-16&-11
COc1cccc2cc(C(C)=NNC(=O)c3ccco3)oc12,-18
CC(C)(C)c1ccc(C2CC2C(=O)NN=Cc2ccc[nH]2)cc1 (configuration not stated),34
CCOC(=O)NC(=O)C(N=Nc1ccc(C(F)(F)F)cc1)=C(C)O,-10
CCOc1cc(-c2nnc(NC(=O)c3ccc(Br)s3)o2)cc(OCC)c1OCC,-10
Cc1noc(C)c1CCC(=O)NCC1(c2ccsc2)CCCC1,-28
COC(=O)Nc1nc(CC(=O)N2CCN(c3cccc(C(F)(F)F)c3)CC2)cs1,2
CCOC(=O)C1CCCN(CC(O)=C(C#N)c2nc(-c3ccc(Cl)cc3)cs2)C1 (configuration not stated),6
COC(=O)/C=C(\C(=O)OC)N1CCN(C(=S)c2ccc(N(C)C)cc2)CC1,-1
Cc1ccc(CN2CCN(N=Cc3cc(Br)ccc3F)CC2)cc1,17
Cc1ccc(NC(=O)CSc2nncn2-n2cccc2)cc1C,-11
O=C(Nc1cnc(-n2ccnc2)nc1)c1cccc(C(F)(F)F)c1,-7
c1cn2c(n1)NCCC2,-8
CNc1nc(NN=Cc2ccc([N+](=O)[O-])cc2)nc(Nc2ccccc2)n1,21
Cc1cc(S(=O)(=O)N2C(C)CCCC2C)ccc1Cl (configuration not stated),-22
CCc1cc(S(=O)(=O)N(C)C)ccc1OC,-1
COc1cccc(CNC(=O)Cn2c3ccccc3c3ncn(Cc4ccccc4)c(=O)c32)c1OC,7
CCc1nnc(NN=Cc2ccccc2Cl)n1N,-15
COc1ccc(C=NNC(=O)CCc2n[nH]c(=O)[nH]c2=O)cc1O,-18
CSc1nc(N)c(NC(=O)c2ccccc2F)c(=O)[nH]1,-19

Reprinted at random: two entries already listed.
smiles,PriA SSB inh
O=C(Nc1ccc(Nc2ccc(-n3cccn3)nn2)cc1)c1ccccc1C(F)(F)F,5
CCc1nnc(NN=Cc2ccccc2Cl)n1N,-15

Following part:
smiles,PriA SSB inh
CCOc1ccccc1NC(=O)N1CCC2(CC1)N=C(c1cccc(F)c1)C(=O)N2,-10
Cc1ccc(-c2cc(C(=O)NN=Cc3ccccc3)n[nH]2)o1,4
Cc1nc(SCC(=O)N2CCCC2)[nH]c(=O)c1C,6
COc1ccc2oc(-c3csc(NC(=O)c4ccccc4C)n3)cc2c1,-19
COc1ccccc1C(=O)N1CCCC(c2nnc(CC(C)(C)C)o2)C1 (configuration not stated),-7
Cn1cnc(S(=O)(=O)NCC2CCN(C(=O)Nc3ccc(F)cc3)CC2)c1,-11
O=C(O)C(Cc1cnc[nH]1)N1C(=O)C2C3C=CC(C3)C2C1=O (configuration not stated),-21
Cc1nnc(NC(=O)C2CN(C(=O)COc3ccccc3F)C2)s1,0
Cc1oc(-c2ccc(Cl)c([N+](=O)[O-])c2)cc1-c1nnc(-c2ccco2)o1,-10
COC[C@@](C)(O)CNS(=O)(=O)c1ccccc1OC,-2
O=C(CC(NCCCN1CCOCC1)C(=O)O)Nc1ccc(Nc2ccccc2)cc1 (configuration not stated),0
COc1cc(=O)n(-c2ccc(C)cc2)nc1C(=O)Nc1ccccc1C(F)(F)F,-2
Cn1cccc1CN(Cc1cccs1)C(=O)C1CC=CCC1 (configuration not stated),18
Cn1c(=O)c2c(SCC(=O)N3CCCCC3)nc(-c3cccc(F)c3)nc2n(C)c1=O,-16
C=CCOC(=O)C1C(C)=Nc2c(c(=O)n(C)c(=O)n2C)[C@H]1c1ccc2c(c1)OCO2 (some centres not stated),-1
COc1cc2ccccc2cc1C(=O)N1CCNC(=O)C1C (configuration not stated),2
Cn1nnc2c(NCCc3c[nH]c4ccccc34)ncnc21,10
O=C(Cn1cnc2ccccc2c1=O)NCC1CCCN(c2nccs2)C1 (configuration not stated),0
O=C(NCc1ccc(C(=O)c2ccccc2)s1)Nc1c(F)cccc1F,-1
Cc1ccc(S(=O)(=O)c2c(NS(=O)(=O)c3ccccc3)n(Cc3ccccc3)c3nc4ccccc4nc23)cc1,46
O=C(Cc1ccc(Cl)cc1)NCCN1CCN(c2ccccc2F)CC1,-8
Nc1ncnc2oc(-c3ccccc3)c(-c3ccccc3)c12,-18
CCOc1ccc(NC(=O)CCNC(=O)N2C[C@H]3C[C@H](C2)c2cccc(=O)n2C3)cc1,-3
CCOC(=O)N1CCSC(c2ccccc2Cl)CC1 (configuration not stated),-28
CN(C)S(=O)(=O)N1CCN(c2ccc(F)cc2)CC1,-20&-13
O=C(Cc1ccc(F)cc1F)NC1CCC(Oc2cnccn2)CC1 (configuration not stated),-14
COc1ccc(C=NNC(=O)CSc2nnc(C)n2-c2ccccc2)c(OC)c1OC,-9
NC(=O)NN=C(CCCCCCC(=NNC(N)=O)c1ccccc1)c1ccccc1,-3
C=CCN(CC=C)S(=O)(=O)c1ccc(C(=O)N2CCCCC2)cc1,-14&16
CN(C(=O)c1cc(Cl)ccc1Cl)C1CCS(=O)(=O)C1 (configuration not stated),-3
C[C@](O)(CNC(=O)N1CCNC1=O)c1ccc(-c2ccccc2)cc1,-6
O=C(NN=C/C=C/c1ccccc1)c1cnccn1,-4

Arranged by length of the SMILES (low to high): part of the list above.
smiles,PriA SSB inh
CN(C)S(=O)(=O)N1CCN(c2ccc(F)cc2)CC1,-20&-13
O=C(Cc1ccc(F)cc1F)NC1CCC(Oc2cnccn2)CC1 (configuration not stated),-14
C=CCN(CC=C)S(=O)(=O)c1ccc(C(=O)N2CCCCC2)cc1,-14&16

Other compounds.
smiles,PriA SSB inh
COc1cccc2sc(=NC(=O)c3ccc(Cl)s3)n(C)c12,-13
Cc1[nH]c2ccccc2c1C(=O)CSc1nc2sc(C)c(C)c2c(=O)n1-c1ccccc1,-2
O=C(Cc1cccs1)NCC(c1ccsc1)N1CCCC1 (configuration not stated),-1
COc1ccc(Cl)c2sc(N3CCN(C(=O)c4cccc(N5C(=O)CCC5=O)c4)CC3)nc12,-2&0
c1cncc(-c2nnc(-c3ccsc3)o2)c1,-13
O=C(CCCSc1ccc(NC(=O)C2CC2)nn1)NCCN1CCOCC1,-29&-26
CN(C)CCCN(CCCNC(=O)C=NO)Cc1ccccc1,-3
O=C1CCSC[C@@H](C(=O)NCC2CCCCC2)N1,-2
CSC1=NCCN1S(=O)(=O)c1ccc([N+](=O)[O-])cc1,6
Cc1ccc(NS(=O)(=O)c2ccccc2F)cc1,-18
O=C1CC(c2ccccc2)Oc2ccc(F)cc21 (configuration not stated),-35
COc1cccc(Nc2nnc(CC(=O)NCc3ccc(F)c(Cl)c3)s2)c1,-23
Brc1ccc(CN2CC(c3nc(-c4ncccn4)no3)C2)s1,-11
CSC1CC2CCC(C1)N2S(=O)(=O)c1ccc(F)cc1C (configuration not stated),-5
COC(=O)c1ccc(NC(=O)CSc2nnc([C@H]3CC(=O)N(c4ccc(C)cc4)C3)o2)cc1,-5
Cc1nc(-n2nc(-c3cccs3)cc2NC(=O)Cc2ccc(F)cc2)[nH]c(=O)c1C,-8
O=C(NCCCn1nc(-c2ccco2)ccc1=O)c1ccc(F)c(F)c1,-3
COc1ccc(NC(=S)NN=Cc2cccn2Cc2ccc(F)cc2Cl)cc1,13
CN(c1ccc(F)cc1)S(=O)(=O)c1ccsc1C(=O)Nc1ccc2c(c1)OCCO2,-16
O=S(=O)(Cc1ccc(F)cc1)NCCN1CCN(c2ccccc2F)CC1,-5
CCCCOc1ccc(S(=O)(=O)c2ccc(OCCCC)cc2)cc1,-7&-7
Cc1ccc(S(=O)(=O)n2ccn(C(=O)c3ccccc3Br)c2=O)cc1,4
CC(=O)c1cccc(NC(=O)c2csc3nc(-c4ccc(F)cc4)cn23)c1,-6
O=C(NN=Cc1cccc2ccccc12)c1ccc(CN2CCOCC2)cc1,-3
COc1ccc(Cl)cc1NC(=O)CSc1nc(C(F)(F)F)cc(=O)[nH]1,0
O=C(O)CCCC(=O)N1N=C(c2ccc(Br)cc2)CC1c1ccccc1O (configuration not stated),-2
Cn1c(C(C#N)=C(O)c2cccc(N3C(=O)CCC3=O)c2)nc2ccccc21,-9
COc1ccc(CCC(=O)N2CCN(C[C@H](O)c3ccco3)CC2)cc1,-9
ON=C1CCCC/C1=C\c1ccccc1,-4
O=C(CCCCCNC(=O)c1ccccc1Cl)NN=Cc1ccco1,-13
COCC(=O)N1CCCc2ccc(NC(=O)c3cnoc3C)cc21,-6
O=C(NC1CCC(Oc2cnccn2)CC1)c1ccco1 (configuration not stated),-1
CC(=O)c1ccc(NC(=O)c2nnn(-c3ccccc3)c2CSc2ncccn2)cc1,-23
COc1ccc(S(=O)(=O)Nc2ccc3c(c2)CN(C(=O)c2cccs2)CC3)cc1C,-1
CC1(C)CC(=O)c2sc(NC(=O)CS(=O)(=O)c3ccc(F)cc3)nc2C1,-14
COc1ccc2c(NCc3ccc(OC)c(OC)c3)c(C#N)cnc2c1,-6
Cn1cccc(C(=O)Nc2ccccc2Cc2nc(-c3cccs3)no2)c1=O,9
Cc1cc(C)cc(NC(=O)NCCn2ncccc2=O)c1,-13&-11

Source: PubChem BioAssay (Small Molecule Screening Facility, UW Madison)

These rows are one share of the data, so the mix of outcomes need not match the whole.
